C diff growth = C. difficile growth inhibition; AID 1259249; growth activity, negative = inhibition, % at 16 µg/mL (by protocol); hit rate 0.25% among 86,000; Clostridium difficile clinical isolate growth, OD600, 24 h; hits give low values;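 active = mean growth activity at or below -80% and every replicate also at or below -80%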;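 also: 0% = DMSO wells and -100% = levofloxacin 16 µg/mL wells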
KDM4C inh = KDM4C (human) demethylase inhibition. inhibition, % at 12.5 µM. GST-KDM4C 2-372, H3K9me3 peptide, LANCE TR-FRET. Q9H3R0. hit rate 0.15% among 96,000;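 active = mean replicate inhibition above about 25%, with at least 55% of replicates also reaching it, limit read from the data, passing the limit was not always enough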
Target sequence (Q9H3R0 2-372 limits assumed): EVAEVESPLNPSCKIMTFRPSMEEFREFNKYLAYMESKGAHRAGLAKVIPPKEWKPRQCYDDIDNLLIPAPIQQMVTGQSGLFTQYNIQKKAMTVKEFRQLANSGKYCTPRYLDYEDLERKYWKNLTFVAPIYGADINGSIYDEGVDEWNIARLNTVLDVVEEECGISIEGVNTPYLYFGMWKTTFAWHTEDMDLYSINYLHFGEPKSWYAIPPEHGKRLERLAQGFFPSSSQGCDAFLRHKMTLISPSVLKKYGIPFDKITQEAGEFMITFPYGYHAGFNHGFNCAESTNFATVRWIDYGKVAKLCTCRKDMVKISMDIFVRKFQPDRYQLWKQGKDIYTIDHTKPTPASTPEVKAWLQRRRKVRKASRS
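Test system – GST-tagged GASC-1 (JMJD2C) catalytic fragment, aa 2-372 · Medium – HEPES buffer, pH 7.5, plus ascorbate · Reagent – H3K9me3 peptide with Fe(II)/2OG · Compound – one test concentration per compound · Timing – 30 min reaction, 60 min detection, RT · Technique – TR-FRET with Eu antibody and ULight streptavidin, EDTA stop · Read-out basis – inhibition from TR-FRET ratio decrease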
Pf Dd2 inh = P. falciparum Dd2 growth inhibition. activity change, % at 10 µM. SYBR Green, 72 h; hits give low values. hit rate 2.3% among 94,000. AID 1159554; in the data active = activity change below about -80%
Tcruzi prolif = inhibitors of T. cruzi proliferation; T. cruzi beta-gal in NIH3T3, GalScreen luminescence, 90 h; inhibition, % at 8.34 µM; hit rate 5.9% among 77,000; AID 624255;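 active = mean inhibition above about 93%, with at least 55% of replicates each passing it, limit read from the data, passing the limit was not always enough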
An asterisk follows results filed as active; . = no result given. Rows are unselected; overall some 6.7% were active at least once.

SMILES	C diff growth	KDM4C inh	Pf Dd2 inh	Tcruzi prolif
CO[C@H]1CN(C)C(=O)c2ccc(NS(=O)(=O)c3ccccc3)cc2OC[C@H](C)N(Cc2cccnc2)C[C@H]1C	4	0.1	-69	-3
CC(C)(C)[S@@](=O)N1Cc2cc(C(=O)NCCc3ccncc3)nc(-c3cccc(-c4ccc(C#N)cc4)c3)c2[C@H]1CCO	.	-5.3	-46	89
C[C@@H]1CCCCO[C@@H](CN(C)S(=O)(=O)c2cccs2)[C@H](C)CN([C@H](C)CO)C(=O)c2cc(NC(=O)Nc3cccc4ccccc34)ccc2O1	.	-1.5	-76	40
COc1ccc(S(=O)(=O)Nc2cccc3c2O[C@@H](CN(C)C(=O)NC2CCCCC2)[C@H](C)CN([C@H](C)CO)C3=O)cc1	-3	-0.2	8	-3
COc1ccc2c3c([nH]c2c1)[C@H](CO)N(Cc1ccc(F)cc1)CC31CN(C(C)=O)C1	11	0.1	-32	.
CO[C@H]1CN(C)C(=O)c2ccc(NC(=O)C3CC3)cc2OC[C@@H](C)N(C(=O)C2CCOCC2)C[C@H]1C	.	0.7	.	-3
C[C@@H]1CCCCO[C@@H](CN(C)C(=O)CCCN(C)C)[C@@H](C)CN([C@@H](C)CO)C(=O)c2cc(NC(=O)Nc3ccc(C(F)(F)F)cc3)ccc2O1	.	2.0	-11	21
Cc1ccc(S(=O)(=O)N(C)C[C@H]2Oc3c(NS(=O)(=O)c4c(C)noc4C)cccc3C(=O)N([C@H](C)CO)C[C@H]2C)cc1	-12	0.2	-19	30
CCCN(C)C[C@H]1Oc2cc(C#Cc3ccc(OC)cc3)ccc2S(=O)(=O)N([C@H](C)CO)C[C@H]1C	15	-2.0	-44	71
COc1ccc(CN(C)C[C@@H]2Oc3ccc(NC(=O)C4CCCCC4)cc3C(=O)N([C@H](C)CO)C[C@H]2C)cc1	3	-1.8	-8	-16
C[C@H](CO)N1C[C@H](C)[C@H](CN(C)S(C)(=O)=O)OCCCC[C@H](C)Oc2ccc(NS(=O)(=O)c3ccc(Cl)cc3)cc2C1=O	-1	-0.9	11	64
COCC(=O)N1C[C@H]2[C@@H](c3ccccc31)[C@H](CO)N2Cc1ccccc1Cl	-1	2.1	3	11

Whole records, looked up by structure:
C[C@H](CO)N1C[C@H](C)[C@H](CN(C)S(C)(=O)=O)OCCCC[C@H](C)Oc2ccc(NS(=O)(=O)c3ccc(Cl)cc3)cc2C1=O is entered as C diff growth = -1; KDM4C inh = -0.9; Pf Dd2 inh = 11; Tcruzi prolif = 64
COc1ccc2c3c([nH]c2c1)[C@H](CO)N(Cc1ccc(F)cc1)CC31CN(C(C)=O)C1 is entered as C diff growth = 11; KDM4C inh = 0.1; Pf Dd2 inh = -32; Tcruzi prolif = .

Continued:
SMILES	C diff growth	KDM4C inh	Pf Dd2 inh	Tcruzi prolif
C[C@H]1CN([C@@H](C)CO)C(=O)Cc2cc(NC(=O)C3CC3)ccc2O[C@H]1CN(C)S(=O)(=O)c1ccccc1	4	1.4	6	-28
COc1ccccc1C#Cc1ccc2c(c1)O[C@@H](CN(C)C(C)=O)[C@H](C)CN([C@H](C)CO)S2(=O)=O	21	-1.3	-34	68
COc1ccc(-c2ccc([C@@H]3[C@H]4CN(C(=O)c5cccnc5)CC(=O)N4[C@H]3CO)cc2)cc1	-11	-0.2	-43	.
CO[C@H]1CN(C)C(=O)c2cc(NS(=O)(=O)c3cn(C)cn3)ccc2OC[C@@H](C)N(Cc2cccc(F)c2)C[C@@H]1C	.	3.2	-6	.
C[C@H]1CN([C@@H](C)CO)C(=O)c2cc(C#Cc3ccccc3F)cnc2O[C@H]1CN(C)C(=O)C1CCCCC1	-4	-1.5	-49	.
C[C@H]1CCCCO[C@H](CN(C)C(=O)Nc2ccc(F)cc2)[C@@H](C)CN([C@@H](C)CO)C(=O)c2cc(NC(=O)C3CCCCC3)ccc2O1	-6	-2.9	-86*	75
Cc1noc(C)c1NC(=O)Nc1ccc2c(c1)C(=O)N([C@H](C)CO)C[C@@H](C)[C@H](CN(C)S(=O)(=O)c1ccc(Cl)cc1)O2	4	0.8	-17	30
COc1ccc(NC(=O)Nc2ccc3c(c2)C(=O)N([C@@H](C)CO)C[C@@H](C)[C@H](CN(C)C(=O)c2ccccc2)OCCCC[C@H](C)O3)cc1	8	0.8	-22	33
CO[C@@H]1CN(C)C(=O)c2cc(NS(=O)(=O)c3cn(C)cn3)ccc2OC[C@H](C)N(Cc2cccc(F)c2)C[C@H]1C	.	1.1	-22	.
C[C@@H]1CN([C@H](C)CO)C(=O)c2cc(-c3cccc(C(=O)N(C)C)c3)cnc2O[C@H]1CN(C)S(=O)(=O)c1ccc(F)cc1	1	2.1	-14	6
COc1ccc(S(=O)(=O)Nc2ccc3c(c2)C(=O)N([C@@H](C)CO)C[C@@H](C)[C@H](CN(C)Cc2ccc4c(c2)OCO4)O3)cc1	5	0.0	-2	.
Cc1ccc(S(=O)(=O)N(C)C[C@H]2Oc3c(NC(=O)Nc4ccccc4)cccc3C(=O)N([C@@H](C)CO)C[C@H]2C)cc1	-14	1.5	-26	28
O=C(C[C@H]1C[C@H]2c3cc(NC(=O)Nc4ccccc4)ccc3O[C@H]2[C@@H](CO)O1)NCc1ccccc1	-10	-0.2	-47	58
C[C@@H]1CN([C@@H](C)CO)C(=O)c2cc(NC(=O)CCCCCC(=O)Nc3ccccc3N)ccc2O[C@@H]1CN(C)S(=O)(=O)c1ccccc1	-9	0.9	-34	.
COc1ccc(CN(C)C[C@@H]2Oc3ccc(NC(=O)Cn4cnnn4)cc3C(=O)N([C@@H](C)CO)C[C@@H]2C)cc1	-2	0.8	3	4
Cc1ccccc1S(=O)(=O)N1C[C@H](O)COC[C@@H]2O[C@H](CC(=O)N3CCCCC3)CC[C@H]21	.	-1.0	2	21
CC(C)NC(=O)N(C)C[C@@H]1Oc2c(NC(=O)C3CC3)cccc2C(=O)N([C@@H](C)CO)C[C@@H]1C	1	-2.7	2	-12
C[C@@H]1CCCCO[C@@H](CN(C)S(=O)(=O)c2ccc(Cl)cc2)[C@@H](C)CN([C@H](C)CO)C(=O)c2cc(NS(=O)(=O)c3ccccc3)ccc2O1	2	-0.4	-54	94
C[C@@H]1CN([C@H](C)CO)C(=O)c2cc(-c3ccc(F)cc3)cnc2O[C@@H]1CN(C)C(=O)c1ccc(F)cc1	2	0.9	.	1
Cc1ccc(S(=O)(=O)Nc2ccc3c(c2)C(=O)N([C@H](C)CO)C[C@@H](C)[C@H](CN(C)S(=O)(=O)c2ccc(F)cc2)O3)cc1	1	-0.3	-42	26
C[C@@H]1CCCCO[C@@H](CN(C)S(C)(=O)=O)[C@H](C)CN([C@H](C)CO)C(=O)c2cc(NS(=O)(=O)c3ccccc3)ccc2O1	3	1.1	6	33
CCCN1[C@@H]2c3ccc(-c4ccccc4)c(=O)n3C[C@@H]2[C@@H](CO)[C@@H]1C(=O)NCC(F)(F)F	0	7.7	-1	25
O=C(C[C@@H]1C[C@H]2c3cc(NC(=O)c4cccnc4)ccc3O[C@H]2[C@@H](CO)O1)NCc1cc(F)ccc1F	-12	3.9	8	14
C[C@H](CO)N1C[C@H](C)[C@H](CN(C)Cc2ccncc2)Oc2ncc(C#CC3(O)CCCC3)cc2C1=O	0	-1.2	20	-3
Cc1noc(C)c1S(=O)(=O)Nc1ccc2c(c1)C(=O)N([C@@H](C)CO)C[C@@H](C)[C@@H](CN(C)S(=O)(=O)c1cn(C)cn1)O2	-2	1.0	5	11
C[C@H]1CN([C@@H](C)CO)C(=O)c2cc(C#CC3(O)CCCC3)cnc2O[C@H]1CN(C)C(=O)C1CCC1	-1	-0.6	10	47
CC(C)NC(=O)Nc1ccc2c(c1)C(=O)N([C@@H](C)CO)C[C@H](C)[C@@H](CN(C)C(=O)c1ccccc1)OCCCC[C@H](C)O2	-1	0.6	.	26
O=C(C[C@H]1CC[C@H]2[C@@H](COC[C@H](O)CN2CC2CCCC2)O1)NCc1ccc(Cl)cc1	0	7.2	10	.
CCCC#Cc1cnc2c(c1)C(=O)N([C@H](C)CO)C[C@H](C)[C@H](CN(C)C(=O)Nc1c(C)noc1C)O2	3	-1.1	72	19
O=C(C[C@H]1C=C[C@H](NS(=O)(=O)c2ccccc2)[C@@H](CO)O1)N1CCc2ccccc2C1	6	-0.9	-4	4
C[C@H]1CN([C@@H](C)CO)C(=O)c2cc(NC(=O)Nc3ccccc3)ccc2O[C@H]1CN(C)Cc1ccc(C(F)(F)F)cc1	2	-1.5	-6	19
COc1ccccc1-c1cn(CC[C@H]2CC[C@@H](NS(=O)(=O)c3ccccc3C)[C@@H](CO)O2)nn1	-4	-0.2	-13	.
C[C@H](CO)N1C[C@H](C)[C@@H](CN(C)C)Oc2ccc(NC(=O)Cn3cnnn3)cc2CC1=O	-3	0.9	8	-31
Cc1noc(C)c1S(=O)(=O)N(C)C[C@@H]1Oc2ccc(NC(=O)Cn3cnnn3)cc2C(=O)N([C@@H](C)CO)C[C@@H]1C	.	1.8	43	3
CC(C)NC(=O)N[C@@H]1CC[C@@H](CCNC(=O)C2CC2)O[C@@H]1CO	5	-1.2	-6	.
Cc1ccc(S(=O)(=O)N(C)C[C@H]2Oc3c(NC(=O)Nc4ccc(C(F)(F)F)cc4)cccc3C(=O)N([C@H](C)CO)C[C@H]2C)cc1	0	1.4	2	26
CNC[C@H]1Oc2ccc(NS(=O)(=O)c3cccs3)cc2C(=O)N([C@@H](C)CO)C[C@H]1C	1	11	-9	6

Given with two lines to a compound: part of the list above.
Fields – C diff growth	KDM4C inh	Pf Dd2 inh	Tcruzi prolif
> CO[C@H]1CN(C)C(=O)c2ccc(NS(=O)(=O)c3ccccc3)cc2OC[C@H](C)N(Cc2cccnc2)C[C@H]1C
 : 4	0.1	-69	-3
> CC(C)(C)[S@@](=O)N1Cc2cc(C(=O)NCCc3ccncc3)nc(-c3cccc(-c4ccc(C#N)cc4)c3)c2[C@H]1CCO
 : .	-5.3	-46	89
> C[C@@H]1CCCCO[C@@H](CN(C)S(=O)(=O)c2cccs2)[C@H](C)CN([C@H](C)CO)C(=O)c2cc(NC(=O)Nc3cccc4ccccc34)ccc2O1
 : .	-1.5	-76	40
> COc1ccc(S(=O)(=O)Nc2cccc3c2O[C@@H](CN(C)C(=O)NC2CCCCC2)[C@H](C)CN([C@H](C)CO)C3=O)cc1
 : -3	-0.2	8	-3
> COc1ccc2c3c([nH]c2c1)[C@H](CO)N(Cc1ccc(F)cc1)CC31CN(C(C)=O)C1
 : 11	0.1	-32	.
> CO[C@H]1CN(C)C(=O)c2ccc(NC(=O)C3CC3)cc2OC[C@@H](C)N(C(=O)C2CCOCC2)C[C@H]1C
 : .	0.7	.	-3
> C[C@@H]1CCCCO[C@@H](CN(C)C(=O)CCCN(C)C)[C@@H](C)CN([C@@H](C)CO)C(=O)c2cc(NC(=O)Nc3ccc(C(F)(F)F)cc3)ccc2O1
 : .	2.0	-11	21
> Cc1ccc(S(=O)(=O)N(C)C[C@H]2Oc3c(NS(=O)(=O)c4c(C)noc4C)cccc3C(=O)N([C@H](C)CO)C[C@H]2C)cc1
 : -12	0.2	-19	30
> CCCN(C)C[C@H]1Oc2cc(C#Cc3ccc(OC)cc3)ccc2S(=O)(=O)N([C@H](C)CO)C[C@H]1C
 : 15	-2.0	-44	71
> COc1ccc(CN(C)C[C@@H]2Oc3ccc(NC(=O)C4CCCCC4)cc3C(=O)N([C@H](C)CO)C[C@H]2C)cc1
 : 3	-1.8	-8	-16
> C[C@H](CO)N1C[C@H](C)[C@H](CN(C)S(C)(=O)=O)OCCCC[C@H](C)Oc2ccc(NS(=O)(=O)c3ccc(Cl)cc3)cc2C1=O
 : -1	-0.9	11	64

High-throughput results: PubChem BioAssay, Broad Institute
